Compound activity as filed in PubChem.
PERK inhibitor = inhibitors of human PERK kinase. CHO PERK-DD fusion, SEAP luminescence translation reporter. inhibition, % at 5.6 µM. 220,000 compounds, 0.17% hits. AID 1416;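 active = inhibition above the mean inhibition of all tested compounds plus 3 SD, set separately per screening campaign, cut at about 2.9% in these data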;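 note: PERK kinase domain activated by AP20187 dimerizer at 100 nM; 0% = DMSO with dimerizer and 100% = rapamycin at 8.4 µM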
p97 ATPase inh = blocks human p97 ATPase activity | recombinant p97 ATPase, Kinase-Glo ATP luminescence, 3 h | inhibition, % at 8 µM | 220,000 compounds, 0.42% hits | P55072; in the data active = inhibition above about 15%;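 note: 0% = DMSO vehicle and 100% = wells lacking enzyme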
Target sequence (P55072 whole entry, looked up): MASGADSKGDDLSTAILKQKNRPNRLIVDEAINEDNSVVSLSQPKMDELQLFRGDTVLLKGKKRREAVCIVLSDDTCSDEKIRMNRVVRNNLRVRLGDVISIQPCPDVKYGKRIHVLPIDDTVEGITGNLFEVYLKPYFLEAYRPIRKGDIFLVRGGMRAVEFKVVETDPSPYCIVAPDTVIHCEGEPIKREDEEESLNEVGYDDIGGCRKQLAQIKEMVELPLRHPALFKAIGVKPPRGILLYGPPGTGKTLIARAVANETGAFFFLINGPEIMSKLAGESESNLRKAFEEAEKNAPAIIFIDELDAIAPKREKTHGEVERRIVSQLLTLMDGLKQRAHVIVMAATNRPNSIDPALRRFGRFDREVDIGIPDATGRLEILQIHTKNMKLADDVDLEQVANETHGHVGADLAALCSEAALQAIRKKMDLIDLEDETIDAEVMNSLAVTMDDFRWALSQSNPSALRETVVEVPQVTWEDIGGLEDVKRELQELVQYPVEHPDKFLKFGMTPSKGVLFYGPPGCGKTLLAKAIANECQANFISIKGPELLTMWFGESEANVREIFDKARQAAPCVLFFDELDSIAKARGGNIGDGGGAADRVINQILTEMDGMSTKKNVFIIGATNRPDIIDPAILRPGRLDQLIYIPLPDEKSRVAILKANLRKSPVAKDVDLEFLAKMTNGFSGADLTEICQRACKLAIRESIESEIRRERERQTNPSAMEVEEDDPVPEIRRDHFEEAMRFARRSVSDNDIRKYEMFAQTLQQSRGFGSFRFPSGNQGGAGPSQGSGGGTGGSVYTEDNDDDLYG
FXIIa inh = inhibitors of human coagulation factor XIIa. P00748. purified FXIIa, Boc-QGR-AMC fluorogenic substrate, 2 h. inhibition, % at 5 µM. 220,000 compounds, 0.3% hits. AID 800; in the data active = inhibition above about 40%;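 note: 0% = enzyme with no compound and 100% = blank without enzyme; many of its hits are not listed in these tables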
Thrombin inh = blocks human thrombin protease activity | 220,000 compounds, 0.26% hits | alpha-thrombin, Boc-VPR-AMC fluorogenic substrate cleavage | AID 1046 | inhibition, % at 5 µM;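 active = inhibition at or above 40%; inactive = inhibition below 40%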;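 note: 0% = enzyme with no compound and 100% = wells without enzyme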
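Material: Human alpha-thrombin protein | Buffer or medium: pH 7.5 Tris-saline with Tween 20 | Reagent: Boc-VPR-AMC substrate, 15 µM final | Schedule: Reaction at ambient temperature | Detection: AMC fluorescence at 355 nm excitation and 460 nm emission | Evaluation: Percent inhibition scaled between no-compound controls and no-enzyme blanks | Controls: no-compound enzyme wells and no-enzyme blanks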
Cl transport mod = modulates chloride dependent transport by human KCC2. 190,000 compounds, 2.2% hits. KCC2 cells, thallium flux FluoZin-2 fluorescence. B-score of Tl+ flux slope (higher = more flux/activation; lower = inhibition) at 10 µM. AID 1456;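 active = thallium flux slope and its plate-corrected score both differing from the plate sample mean at a set confidence after two filtering rounds, in either direction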;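 note: slope of fluorescence scaled to starting intensity during 10 to 20 s after thallium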
KLK5 inh = inhibitors of human kallikrein 5 | Q9Y337 | AID 873 | recombinant hK5, fluorogenic AMC substrate cleavage | 210,000 compounds, 0.59% hits | inhibition, % at 5 µM;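 active = inhibition of 40% or more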;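 note: 0% = enzyme controls without compound and 100% = no-enzyme blanks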
Target sequence (Q9Y337 67-293 limits assumed): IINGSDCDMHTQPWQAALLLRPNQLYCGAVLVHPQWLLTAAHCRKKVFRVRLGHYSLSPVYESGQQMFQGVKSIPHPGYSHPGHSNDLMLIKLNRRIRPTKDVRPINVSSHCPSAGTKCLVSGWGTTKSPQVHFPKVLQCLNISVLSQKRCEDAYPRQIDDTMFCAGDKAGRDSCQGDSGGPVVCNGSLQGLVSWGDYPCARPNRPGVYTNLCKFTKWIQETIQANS
Furin inhibitor = human furin inhibition; P09958; purified furin, fluorogenic substrate cleavage; inhibition, % at 30 µM; 220,000 compounds, 0.061% hits; in the data active = inhibition above about 25%; note: inactives centre near -15
Wee1 degr inh = blocks degradation of human Wee1 kinase. reporter increase, % at 5 µM. HeLa Luc-Wee1K328M stability, luciferase luminescence; 100% = proteasome inhibitor MG132 effect. 220,000 compounds, 1.2% hits. P30291. AID 1321;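 active = activation above the mean of all tested compounds plus 3 SD, set per screening run, cut at about 8.8% in these data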;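 note: cells exposed to compound for 20 h before luminescence read; 0% = DMSO alone and 100% = MG132 at 30 µM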
FXIa inh 1536 = factor XIa (human) inhibition | AID 798 | inhibition, % at 5 µM | P03951 | purified FXIa, Boc-Glu-Ala-Arg-AMC fluorogenic substrate | 220,000 compounds, 0.14% hits;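 active = inhibition of at least 40%; inactive = inhibition below 40%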;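 note: fluorescence of freed AMC excited at 355 nm; 0% = enzyme without compound and 100% = no enzyme blank; many of its hits are not listed in these tables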
* hit, by the source's call; x = not tested or not shown; [ ] = dose if it differs, or a comment. Random draw from the library; any-hit rate near 4.4%.

SMILES	PERK inhibitor	p97 ATPase inh	FXIIa inh	Thrombin inh	Cl transport mod	KLK5 inh	Furin inhibitor	Wee1 degr inh	FXIa inh 1536
Cc1cccc(N2CCN(CC(=O)Nc3nccs3)CC2)c1C	-0.3	-1	14	1	0.61	-16	-14[20 µM]	1	-1
CC(C)NC(=O)c1ccc(CNC(=O)OCC(F)(F)F)cc1	-0.4	-6	-1	-6	-0.00024	-23	-10[20 µM]	1	5
CCn1nccc1C(=O)Nc1nc2ccccc2n1CCN1CCCCC1	-0.7	-5	12	4	0.015	-4	-22[20 µM]	4	3
c1coc(-c2nnc(-c3cccs3)o2)c1	1.4	5	-7	0	-0.84	-33	10[20 µM]	6	-4
Cc1cccc(Nc2nc(N)nc(CN3CCN(C)CC3)n2)c1	-0.2	4	5	-6	0.22	-3	-31	-1	1
Cn1c(SCC(=O)N2CCCC2=O)nc2ccccc21	0.8	2	9	-1	0.18	-23	-22	-2	2
FC(F)(F)c1nc(-c2cccnc2)ncc1-c1nnnn1-c1ccccc1	-1.1	-4	2	-5	0.45	-6	-21[20 µM]	-3	1
O=C(c1cc(=O)c2ccccc2o1)N1CCN(c2cccc(Cl)c2)CC1	1.1	-2	7	1	-1.2	0	-15	-4	-3
CCCc1c(C)nc2c(OC)cccc2c1SCC(=O)O	0.2	3	7	-12	0.0065	0	-19	0	-2
CC1(NC(=O)Nc2ccccc2)CCS(=O)(=O)C1 (stereo not drawn)	-0.2	8	3	-11	0.55	-1	-21	-3	0
NC1=NC2(CCCCC2)n2c(nc3ccccc32)N1	1.7	3	11	-3	x	0	-15[20 µM]	3	1
CC(C)CC1(C)NC(=O)NC1=O (stereo not drawn)	-0.5	-5	17	7	1.1	3	-13	1	4
NC(=O)N/N=C/c1cc(Br)ccc1OCC(=O)NCc1ccccc1	0.1	6	3	-6	-0.48	-6	-10	2	1
O=C(Nc1nc2ccc(S(=O)(=O)N3CCOCC3)cc2s1)c1cccs1	0.0	3	15	0	0.67	x	-22	10*	1
Cc1nnc(SCc2ccc(F)cc2)s1	0.6	-4	11	-1	-1.3	0	-20[20 µM]	2	7
CC(C)C12CCC(C(=O)O)C(C1)C(=O)O2 (stereo not drawn)	1.0	1	8	-1	1.4	-6	-11	0	-7
COc1cccc(C(=O)Nc2ccc3nc(N4CCOCC4)cc(C)c3c2)c1	-1.5	-8	11	-7	-2.2	-15	5	-2	-1
CN(CC(=O)Nc1ccc(Cl)cc1)c1ccc(S(=O)(=O)N2CCCCC2)cc1[N+](=O)[O-]	1.5	4	2	-7	-0.14	-4	-12	0	3
Cc1cc(C)c(NC(=O)C(C)Sc2nc3ccc(N4C(=O)c5ccccc5C4=O)cc3s2)c(C)c1 (stereo not drawn)	1.8	7	4	-10	x	-16	-5	1	-2
COc1ccccc1C1NC(c2ccccc2OC)C(C)C(=O)C1C (stereo not drawn)	-1.6	0	7	-1	x	-8	-16[20 µM]	-2	6
Cc1ccc(N2C(=O)CC(n3nc(C)cc3C)C2=O)cc1 (stereo not drawn)	0.2	1	7	1	0.9	-13	-19[20 µM]	1	1
CCC(=O)NC(=S)Nc1ccc(NC(=O)COc2ccc(Cl)cc2Cl)cc1	0.3	-2	9	-5	0.19	3	-14[20 µM]	0	-2
Cc1ccc(-n2c(Cn3nc(C(F)F)cc3C(F)F)n[nH]c2=S)cc1	0.9	4	13	3	-0.64	-9	-22[20 µM]	1	2
Cc1ccc(S(=O)(=O)C2(C(=O)NCc3ccc4c(c3)OCO4)CC2)cc1	0.4	2	7	2	-0.044	0	-22	-1	6
Cc1cccc(C)c1Nc1c(-c2ccccc2O)nc2ncccn12	0.9	6	2	-5	0.064	0	-16	2	4
COC(=O)CSc1nc(-c2cccs2)ccc1C#N	-0.6	-1	8	0	x	-1	-43	-1	-1
Cc1nc2ccccc2c(=O)n1NC(=O)c1ccc([N+](=O)[O-])cc1	0.5	-2	9	-9	0.66	1	-4	2	-1
Cc1cc(C=O)c(C)n1-c1ccc(N2CCCCC2)c([N+](=O)[O-])c1	-0.8	1	16	6	-0.47	-20	-18[20 µM]	-2	3
O=C(COC(=O)Cc1ccccc1[N+](=O)[O-])NCc1ccc(F)cc1	-0.2	-8	-1	-14	0.32	12	-15	0	-5
O=C(COc1ccccc1[N+](=O)[O-])N1CCN(S(=O)(=O)c2ccccc2)CC1	-0.1	3	7	-10	0.75	-3	-18	2	-2
N#CCCN(Cc1cccnc1)C(=O)c1ccc(S(=O)(=O)N2CCOCC2)cc1	-0.3	-3	13	4	x	-7	-27	-2	4
O=C(O)Cc1c(C(=O)O)nnn1-c1cccc(C(F)(F)F)c1	0.9	5	3	3	x	7	-20	4	1
CC1(C)C(=O)OC(C(=O)c2ccccc2)C2(CCCCC2)C1=O (stereo not drawn)	0.5	1	15	-2	-0.13	-14	-8	1	8
CCCCNC(=O)CCn1c(=O)c2ccccc2n(CC(=O)N2CC(C)CC(C)C2)c1=O (stereo not drawn)	1.2	2	11	3	x	-2	-23	-1	2
COc1ccccc1NC(c1cccnc1)c1ccc2cccnc2c1O (stereo not drawn)	0.7	5	5	-7	0.52	-60	-12	0	5
O=C(NC1CCS(=O)(=O)C1)/C(=C\c1ccco1)NC(=O)c1ccccc1 (stereo not drawn)	0.3	7	2	9	-0.36	-3	-13	3	0
Cc1ccccc1OCC(=O)NC(=S)Nc1ccc(S(=O)(=O)NC2CCCCC2)cc1	-0.2	0	20	15	-0.41	21	-20[20 µM]	6	14
COC(=O)c1ccc(C(=O)OC)c(NC(=O)CSCc2ccc(Br)cc2)c1	0.4	-1	14	2	-0.54	-4	-15[20 µM]	-2	4
CCOC(=O)C1(Cc2ccc(Cl)cc2)CCN(C(=O)c2sc(C)nc2C)CC1	1.0	0	7	-3	-0.93	1	-12	4	0
N#C/C(=C\c1ccc(-c2cccc([N+](=O)[O-])c2)o1)C(=O)Nc1nc(-c2cccs2)cs1	1.6	3	13	5	4*	14	-3	1	5
COCc1cc(C)n(CC(=O)N2CCCC2)c(=O)c1C#N	2.6	1	8	2	0.44	-5	-25	3	-1
COc1ccc(C(=S)NCS(=O)(=O)c2ccc(C)cc2)cc1	1.8	-3	10	-1	1.2	-11	-8	2	8
Cc1ccc2[nH]c(=O)c(CN(CC3COCCO3)C(=O)Nc3ccccc3F)cc2c1 (stereo not drawn)	1.1	3	6	-13	-0.14	7	-26	-2	-1
Cc1ccc(S(=O)(=O)N2CCCCC2)c(C)c1NS(C)(=O)=O	0.7	-1	11	-3	-1.2	x	-9	-2	2
CC1C/C(=C\c2cccnc2)C(=O)/C(=C/c2cccnc2)C1 (stereo not drawn)	-0.1	4	19	2	-0.18	-20	2	-3	9
O=C(CCCN1C(=O)c2ccccc2C1=O)Nc1ccc(S(=O)(=O)N2CCOCC2)cc1	-0.1	5	11	-3	-1.8	-20	-23[20 µM]	-1	-3
Cc1[nH]c2ccccc2c1C(=O)/C=C\c1ccccc1Cl	0.7	6	6	-9	-0.055	-5	-18	3	1
Cc1cccc(-n2nc3c(c2NC(=O)c2ccc(Br)o2)CSC3)c1C	-1.1	5	15	-2	x	-1	-13	1	1

Quoted at random: 4 entries already listed, in no set order.
SMILES	PERK inhibitor	p97 ATPase inh	FXIIa inh	Thrombin inh	Cl transport mod	KLK5 inh	Furin inhibitor	Wee1 degr inh	FXIa inh 1536
COc1ccc(C(=S)NCS(=O)(=O)c2ccc(C)cc2)cc1	1.8	-3	10	-1	1.2	-11	-8	2	8
Cc1[nH]c2ccccc2c1C(=O)/C=C\c1ccccc1Cl	0.7	6	6	-9	-0.055	-5	-18	3	1
CC1C/C(=C\c2cccnc2)C(=O)/C(=C/c2cccnc2)C1 (stereo not drawn)	-0.1	4	19	2	-0.18	-20	2	-3	9
COCc1cc(C)n(CC(=O)N2CCCC2)c(=O)c1C#N	2.6	1	8	2	0.44	-5	-25	3	-1

Going on with the list.
SMILES	PERK inhibitor	p97 ATPase inh	FXIIa inh	Thrombin inh	Cl transport mod	KLK5 inh	Furin inhibitor	Wee1 degr inh	FXIa inh 1536
Cc1ccc(-n2[nH]c(=O)c(-c3ccccn3)c2C)cc1	0.4	-1	8	-3	1.4	x	-6	-2	-3
NC(=O)NC(c1ccccc1)c1cccc2ccccc12 (stereo not drawn)	-0.1	-1	12	-3	-0.7	-5	-25[20 µM]	-2	2
c1ccc(-n2c(Sc3cnccn3)nnc2-c2cccs2)cc1	-0.4	-4	4	-7	x	-19	-15	-2	-3
COC(=O)c1sccc1NC(=O)Cc1ccc(Br)cc1	-0.2	0	8	4	-0.59	-3	-4	-1	5
O=C(O)c1ccccc1SCc1cn2cc(Cl)ccc2n1	2.0	0	-1	-4	-0.31	-15	-8	-1	-9
COc1ccc(N2CCC(CNC(=O)Nc3cccc(OC)c3)C2)cc1 (stereo not drawn)	-2.0	-5	13	0	0.25	-3	-10[20 µM]	-2	2
Cc1ccc(CN2CCN(CC(=O)NCc3ccc(Cl)cc3)C2=O)cc1	0.1	-6	11	3	x	4	-9[20 µM]	-1	4
O=C(Cc1ccc(F)cc1)Nc1nnc(SCC(=O)NC2CCCC2)s1	-0.1	3	2	-3	0.13	4	-14	-1	-8
Cc1cc(C(F)(F)F)nn1C(=O)c1cccnc1Cl	1.7	0	-2	-2	x	10	-8[20 µM]	3	-8
O=C(NC(=S)NCCN1CCOCC1)c1ccc(F)cc1	1.4	9	14	-3	-0.25	-11	-21	1	10
Nc1nnc(SCC(=O)OCC(=O)c2ccccc2Br)s1	0.3	4	11	11	-0.027	-5	-11	-2	-4
CSC1=C(C#N)C2(CCCC2)C(C#N)=C(N)N1	0.1	6	x	x	-1.3	x	-18	1	x
Cc1cc(N/C(=N\S(=O)(=O)c2ccc(Cl)cc2)c2ccc(F)cc2)no1	-1.1	-2	-5	-4	0.25	7	-11	0	-5
CCOC(=O)c1ccc(NC(=O)c2cc(=O)[nH]c3ccccc23)cc1	0.8	1	2	-12	-0.078	-1	-17	3	-3
CC(=O)N1CCN(C(=S)Nc2ccc(SC(F)F)cc2)CC1	0.8	2	x	-5	-2.5	-3	-34	-1	-3
COc1cccc(NC(=O)N2CCC(C(N)=O)(N3CCCCC3)CC2)c1	0.2	5	11	4	0.52	-12	-11	0	-1
NNc1ccc(Cl)nn1	0.9	6	4	-2	1.7	3	-8	-3	-5
CCc1ccc(NC(=O)c2cc(C)on2)cc1	0.6	-2	11	0	-0.83	-20	-21	1	-2
Cc1oc(-c2ccc(Cl)cc2)nc1CN1CCC(C(=O)NCc2ccco2)CC1	-0.8	0	3	-4	-0.024	-1	-23	-4	-10
O=C(c1ccc(F)cc1)N1CCCCC(Sc2nnnn2-c2ccccc2)C1=O (stereo not drawn)	-0.7	2	0	-6	-0.6	-13	-22[20 µM]	4	0
COc1ccc(S(=O)(=O)Nc2cccnc2)cc1	0.3	4	10	-1	0.27	2	-21	-1	-3
CCOc1ccc(C(=O)Nc2cccc(C(=O)O)c2C)cc1Cl	-1.1	7	8	-5	0.5	-2	12	-2	10
COc1ccc(C(CC(=O)O)NC(=O)c2cccs2)cc1 (stereo not drawn)	0.1	7	5	6	1.1	-18	-18	1	3
CC(C)(O)C#Cc1ccc(C(=O)N2CCN(c3ccccc3)CC2)cc1	0.8	-5	11	-2	x	-12	-14	3	-2
O=c1cc(N2CCOCC2)[nH]c(=O)n1-c1ccc(Br)cc1	2.2	1	-2	-7	1.1	-5	-24	5	-9
